From PubChem
Eya2 inh: blocks the phosphatase activity of human Eya2 | recombinant Eya2, OMFP fluorescence dephosphorylation (OMFP is methylfluorescein phosphate) | Potency, µM (top dose mostly 76.9 µM), without a hit: at the highest dose activity, negative = inhibition, actives largely listed as inhibitors | O00167 | hit rate 0.006% among 330,000; also: potency is read from the fitted curve at half-maximal effect; % is scaled to controls: 0 for no effect and ±100 for the full control effect
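Eya2 protein (added as 0.2 uM solution) was preincubated with compound for 10 min at ambient temperature in 50 mM HEPES pH 7.5, 50 mM NaCl, 5 uM MgCl2, 0.05% BSA, 1 mM DTT. OMFP (added at 50 uM) then reacted 10 min; fluorescence read at 485/525 nm.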
Integrin act MD: activates integrin-mediated alleviation for muscular dystrophy. alpha7betagal myoblasts, beta-gal FDG fluorescence, 48 h. Potency, µM (titrated, usually from 38.3 µM), for inactives: at the highest dose activation, actives largely listed as activators. hit rate 0.064% among 350,000. AID 624291;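 also: potency is read from the fitted curve at half-maximal effect; 100% = response of the positive control SU9516; nearly all actives have a fitted effect of over 60% in size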
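Alpha7betagal+/- myoblasts (passage 13) were plated 16-24 hr, then exposed to compounds (1:260 dilution of DMSO stock) for 48 hours at 37C. After MPER lysis, β-galactosidase reporter activity was read as FDG fluorescence (ex 480/em 540) after 30 minutes.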
TSHR antag: human thyrotropin receptor antagonism. P16473. TSHR-expressing cells, TSH-stimulated cAMP HTRF, 2 h; active compounds read low. activity change, negative = inhibition, % at 11.5 µM. hit rate 0.2% among 330,000;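 active = activity change below a set negative limit, meaning inhibition stronger than a set level, cut at about -70% in these data; inconclusive = activity change between two set negative limits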; also: % is scaled to controls: 0 for no effect and ±100 for the full control effect
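Competitive HTRF cAMP read-out (cryptate anti-cAMP antibody, cAMP-d2; 30 min, room temperature) in freshly harvested TSHR cells. Compounds added before TSH at EC80 (4nM final), followed by 2 hours' incubation at 37 deg C.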
ELG1 repair inh: ELG1-dependent DNA repair inhibition; HEK293T ELG1-luciferase reporter, luminescence, 16 h; DNA damage induced by 5-fluorouridine; Potency, µM (top dose mostly 46.1 µM), without a hit: at the highest dose activity change, negative = inhibition, usual class: inhibitors; hit rate 2.3% among 330,000; AID 504467; also: potency is read from the fitted curve at half-maximal effect; % is scaled to controls: 0 for no effect and ±100 for the full control effect; nearly all actives have a fitted effect of over 55% in size
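Quantitative HTS, concentration-response format. 2,000 cells/well co-treated with 5-fluorouridine and compound, 16 hr in 5% CO2 at 37 °C; ONE-Glo luminescence read after 30 min.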
Mito fusion yeast: mitochondrial division inhibition or fusion activation; hit rate 0.23% among 320,000; S. cerevisiae fusion-defective mutant growth rescue, CellTiterGlo 48 h; Potency, µM (top dose mostly 46.1 µM), without a hit: at the highest dose growth rescue (activation), hits mostly activators; AID 485298;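 also: potency is read from the fitted curve at half-maximal effect; % of control where 0% means no effect; nearly all actives have a fitted effect of over 45% in size; temperature-sensitive fusion mutants such as fzo1-1 at 37 °C on non-fermentable ethanol glycerol medium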
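Luminescent cell viability in 1536-well qHTS format served as the measure of rescued growth in ts fusion-mutant S. cerevisiae cultured on non-fermentable YPEG for 48 hours at 37C.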
Chronic BCR inh: chronic active BCR signaling inhibition. hit rate 0.05% among 340,000. Potency, µM (top dose mostly 46.1 µM), inactives show at the top dose ratio change, negative = lower green/red ratio, most hits filed as inhibitors. ABC-DLBCL IkBa-CBG/CBR reporter, luminescence ratio, 4 h; active = well fitted inhibition curve with a large enough effect in the signal ratio, with a control signal flat, not every such curve was filed as active; inconclusive = small, poorly fitted or top-dose-only effect, or effect the other way, or a change in a side signal; the % refers to the signal ratio;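 also: potency is read from the fitted curve at half-maximal effect; plate controls were basal doxycycline-induced cells for no effect and cells given 10 µM MG132 for full effect; MG132 reads +100%, hits lower the ratio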
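TMD8 human ABC-DLBCL cells with doxycycline-inducible IκBα–green luciferase fusion and unfused red luciferase, in 0.5% FBS medium; compounds up to 46 uM, 4 h at 37C. Green/red luminescence ratio, filter-overlap corrected, fitted to concentration-response curves.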
AT treatment: potential ataxia-telangiectasia treatments restoring KAP-1 phosphorylation | […] A-T fibroblasts, KAP-1 phosphorylation AlphaLISA; neocarzinostatin DNA damage 30 min before lysis | Potency, µM (titrated, usually from 57.5 µM), inactives show top-dose activation, hits mostly activators | hit rate 0.19% among 320,000; also: potency is read from the fitted curve at half-maximal effect; % of control where 0% means no effect; nearly all actives have a fitted effect of over 45% in size
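ATM-like activity read as KAP-1 phosphorylation via AlphaLISA donor/acceptor antibody pairs after lysis and 6 hr at 25C. Cells were ATM-null patient fibroblasts ([…], hTERT), dosed 60 min, then exposed to the DSB inducer NCS for 30 min.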
TCR act: T cell receptor activation; 330,000 tested, under 10 active; primary human leukocytes, anti-CD3, IL-2 HTRF, 48 h; Potency, µM (series often up to 9.22 µM), inactives show at the top dose activation of IL-2 secretion, usual class: activators; AID 504894; also: % of control where 0% means no effect
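TCR engagement came from a-CD3 beads alone, with compounds added to primary human leukocytes for 48 hr. Secreted IL-2 bridged europium cryptate- and d2-labelled anti-IL-2 antibodies, giving FRET emission at 665nm after 320nm excitation.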
Tb PFK inh: inhibitors of T. brucei phosphofructokinase; O15648; T. brucei PFK, ADP-Glo luminescence; Potency, µM (titrated, usually from 57.5 µM), for the others: at the top dose activity, negative = inhibition, actives largely listed as inhibitors; hit rate 0.17% among 330,000; AID 485367;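 also: potency is read from the fitted curve at half-maximal effect; 0% = uninhibited 1x PFK enzyme wells and -100% = no-enzyme wells; nearly all actives have a fitted effect of over 60% in size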
Target sequence (O15648 whole entry, looked up): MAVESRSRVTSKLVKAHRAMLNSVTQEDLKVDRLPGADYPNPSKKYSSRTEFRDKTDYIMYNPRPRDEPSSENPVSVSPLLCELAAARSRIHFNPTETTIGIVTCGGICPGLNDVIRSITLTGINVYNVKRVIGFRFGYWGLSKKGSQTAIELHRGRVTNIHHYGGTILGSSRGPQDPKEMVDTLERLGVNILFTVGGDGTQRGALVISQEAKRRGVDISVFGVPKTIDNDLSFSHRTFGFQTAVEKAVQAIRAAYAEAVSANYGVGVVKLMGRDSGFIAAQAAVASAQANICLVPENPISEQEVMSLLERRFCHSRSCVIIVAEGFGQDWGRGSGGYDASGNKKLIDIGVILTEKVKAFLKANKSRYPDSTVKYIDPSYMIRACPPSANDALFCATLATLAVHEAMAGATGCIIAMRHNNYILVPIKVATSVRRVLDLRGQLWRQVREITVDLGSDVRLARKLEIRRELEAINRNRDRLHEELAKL
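In TEA buffer at pH 8.0 with 5 mM MgCl2, enzyme (1.25 nM) converted F6P (0.5 mM) and ATP (0.1 mM) for 45 min at room temperature. ADP product was read by luciferase luminescence.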
S-ASM inh: human S-ASM enzyme inhibition; hit rate 0.006% among 340,000; AID 504937; Potency, µM (highest dose often 57.5 µM), without a hit: top-dose activity change, negative = inhibition, most hits filed as inhibitors; placental ASM, HMU-PC fluorogenic substrate, 60 min; P17405; also: potency is read from the fitted curve at half-maximal effect
Target sequence (P17405 47-631 limits assumed): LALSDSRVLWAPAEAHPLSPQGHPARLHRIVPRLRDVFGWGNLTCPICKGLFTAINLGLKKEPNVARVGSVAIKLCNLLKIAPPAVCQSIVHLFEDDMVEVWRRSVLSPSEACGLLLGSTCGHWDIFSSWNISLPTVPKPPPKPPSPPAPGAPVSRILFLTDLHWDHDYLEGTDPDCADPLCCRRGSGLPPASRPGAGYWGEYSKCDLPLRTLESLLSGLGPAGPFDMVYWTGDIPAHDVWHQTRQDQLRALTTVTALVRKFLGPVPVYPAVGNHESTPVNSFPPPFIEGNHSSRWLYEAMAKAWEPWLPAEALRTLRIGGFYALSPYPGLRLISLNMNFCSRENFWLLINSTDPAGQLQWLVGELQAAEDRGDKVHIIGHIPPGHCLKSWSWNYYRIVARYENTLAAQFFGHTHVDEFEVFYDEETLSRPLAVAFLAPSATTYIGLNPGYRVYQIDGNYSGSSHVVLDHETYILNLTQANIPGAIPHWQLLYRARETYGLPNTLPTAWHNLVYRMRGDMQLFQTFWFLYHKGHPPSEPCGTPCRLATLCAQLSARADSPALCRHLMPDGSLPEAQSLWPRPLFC
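Fluorescence read-out (Ex 386 nm, Em 447 nm) after stopping the reaction at pH 10. Enzyme: ASM from human placenta; substrate HMU-PC0, 9 uM final; 60 min, 37 °C. Compound preincubation 10 min, ambient temperature.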
TSG101-PTAP inh: blocks PTAP/TSG101 interaction to inhibit HIV-1 budding; Q99816; Fluorescence polarization, FITC-PTAP peptide / Tsg101 binding; Potency, µM (highest dose often 115 µM), for inactives: top-dose activity change, negative = inhibition, hits mostly inhibitors; 340,000 tested, under 10 active; active = well fitted inhibition curve with a large enough effect in the main read-out, with a control signal flat, not every such curve was filed as active; inconclusive = small, poorly fitted or top-dose-only effect, or effect the other way, or a change in a side signal; inactive = no such curve, though single readings can be large or run the other way; also: potency is read from the fitted curve at half-maximal effect; % of control where 0% means no effect
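Fluorescence anisotropy tracks displacement of a FITC-tagged PTAP peptide (50 nM) from the Tsg101 binding domain (10 uM), following a 20 min room-temperature incubation at pH 7.5.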
* = called active by the depositor; ? = inconclusive; nt = no result given; [ ] = another dose, or the depositor's remark. Unless noted, calls follow the shape of the dose curve; as a rule, active = well fitted curve in the direction sought with a large enough effect; inconclusive = small, poorly fitted or top-dose-only effect, or another doubt; inactive = no such curve, though single readings can be large; an effect the other way counts as inactive or inconclusive.

SMILES | Eya2 inh | Integrin act MD | TSHR antag | ELG1 repair inh | Mito fusion yeast | Chronic BCR inh | AT treatment | TCR act | Tb PFK inh | S-ASM inh | TSG101-PTAP inh
CCCN(C(=O)CSc1cc(-c2ccccc2)c2ccc(OC)cc2n1)C1CCS(=O)(=O)C1 (centres undefined) | -5% | 23% | 6 | ? | 25% | -6% | 4% | -15%[46.1 µM] | -2% | -7% | -5%
Cc1ccc(CNS(=O)(=O)c2c(C(=O)N3CCCCC3)c(C)n(C)c2C)cc1 | -1% | -1% | 11 | 13% | -3% | -18% | 6% | -2% | 0% | 1% | 0%
COc1cc(NC(=O)CSc2nnc(-c3ccncc3)n2C2CCCCC2)ccc1NC(=O)c1ccco1 | -7% | 16% | -10 | 4% | 0% | -12% | 1% | 0% | 2% | -2% | -7%
Cc1cc(F)ccc1S(=O)(=O)Nc1ccc(C(=O)N2CCCCCC2)cc1 | 1% | ? | -7 | -1% | 2% | -3% | 2% | 13% | -2% | 2% | -1%
CCOc1ccc(NC(=S)N(CCN2CCOCC2)Cc2cc3cc4c(cc3[nH]c2=O)OCO4)cc1 | -13% | -28% | -8 | 21µM* | 0% | -4% | -1% | -5% | 0% | 5% | -4%
Oc1cc2c(cc1C(c1ccc(Br)cc1)N1CCCC1)OCO2 (centres undefined) | -12% | -42% | -3 | ? | 0% | -5% | -1% | 3% | -7% | -8% | -4%
O=c1cc(-c2ccsc2)oc2cc(-c3ccc4c(c3)OCO4)ccc12 | -6% | -3% | -6 | ? | nt | 0% | -8% | 12% | 9% | 64%[activator] | 1%
COc1ccccc1C(=O)Nc1ccnn1C1CCN(C)CC1 | 7% | 24% | 5 | 2% | 2% | -8% | 8% | -5% | -5% | 3% | -4%
Cc1ccc(C)c(NC(=O)Cc2ccc(S(=O)(=O)N3CCCCC3)s2)c1 | -1% | 3% | 9 | -15% | 2% | 1% | 0% | -4%[46.1 µM] | 0% | nt | 1%
CCC(=O)OC1CC(C)N(C(=O)c2ccccc2)c2ccc(C)cc21 (centres undefined) | -1% | -12% | -13 | ? | 6% | ? | 0% | -3% | 3% | 55% | -5%
Cc1cc(NC(=O)CSc2nnc(Cc3ccccc3)o2)no1 | 17% | 6% | -5 | 8% | -2% | 1% | 4% | -2% | 5% | 4% | -1%
Cc1ccc(OCC(=O)N(Cc2ccco2)C2CCS(=O)(=O)C2)cc1C (centres undefined) | ? | 7% | -8 | 16% | 2% | ? | -4% | 4% | 5% | -4% | -3%
OCCCNc1ncnc2sc(-c3ccccc3)cc12 | -24% | 9% | -19 | ? | 3% | 1% | 10% | 10% | 4% | 2% | -3%
CCOC(=O)c1c(NC(=O)CSc2c[nH]c3ccccc23)sc2c1CCCC2 | -2% | -5% | -6 | ? | 21% | 6% | 3% | -2% | 3% | -10% | 0%
O=C(CC1C(=O)NCCN1CC(c1ccccc1)c1ccccc1)NC1CC1 (centres undefined) | 2% | -5% | -2 | -1% | -1% | -2% | 4% | nt | -2% | 1% | -2%
CC1CCCCC12NC(=O)N(CC(=O)NNC(=O)c1ccc(Br)cc1)C2=O (centres undefined) | 6% | 7% | -9 | 4% | nt | 4% | 1% | 5%[46.1 µM] | 4% | 5% | -10%
CCCCC(=O)Nc1cc([N+](=O)[O-])ccc1F | -19% | -17% | -1 | 9% | 5% | ? | -7% | -4% | 0% | 1% | -8%
COc1ccc(CNC(=O)c2ccc3ccccc3n2)cc1OC | -9% | -70%[inhibitor] | -26 | 16µM* | 5% | 2% | -7% | -2% | 1% | -4% | 0%
CCCCNC(=S)NCc1ccc2c(c1)cc(C)n2C | -2% | -33% | -3 | 12% | 2% | ? | -4% | 3% | -3% | -2% | -2%
COc1ccc(-n2c(SCC(=O)C(C)(C)C)nc3c(sc(=S)n3-c3ccccc3)c2=O)c(OC)c1 | 5% | -45%[inhibitor] | 8 | ? | 18% | 4% | -11% | 0% | ? | -2% | -2%
COc1ccc(C(=O)OCC(=O)NCc2ccccc2)c(OC)c1OC | -4% | -22% | 8 | ? | 8% | -8% | 1% | -3% | 1% | -1% | -5%
CSc1ccc(NC(=O)NCCCN2CCC(Cc3ccccc3)CC2)cc1 | -4% | -64%[inhibitor] | 9 | 0% | -22% | ? | 6% | 14% | -16% | -3% | -1%
CCOC(=O)Cc1cc(C)[nH]c1C(=O)OCC | 3% | 26% | 4 | 14% | -2% | -7% | -17% | 14% | 2% | -1% | -2%
CCOC(=O)CSc1nnc(-c2cc(OC)c(OC)c(OC)c2)o1 | -7% | 9% | 4 | 3% | -3% | -22% | 2% | 7% | 1% | 5% | 0%
Cn1c(N)c(C(=O)COC(=O)c2cc(-c3ccco3)nc3ccccc23)c(=O)n(Cc2ccccc2)c1=O | -1% | nt | -2 | -23% | 9% | 6% | 13% | nt | 11% | nt | nt

Other structures.
SMILES | Eya2 inh | Integrin act MD | TSHR antag | ELG1 repair inh | Mito fusion yeast | Chronic BCR inh | AT treatment | TCR act | Tb PFK inh | S-ASM inh | TSG101-PTAP inh
Cn1cc(/C=C2/SC(=O)N(c3ccccc3)C2=O)c2ccccc21 | -3% | -12% | -3 | ? | -2% | 2% | 6% | -4% | 1% | -1% | -1%
Cc1cc(S(=O)(=O)Nc2ccc(C(=O)NCC3CCCO3)cc2)ccc1F (centres undefined) | -8% | nt | -10 | 13% | nt | 6% | 16% | 5%[46.1 µM] | -5% | nt | nt
C=C(C)CCC(C)N1CCC(n2nccc2NC(=O)CCCc2ccccc2)CC1 (centres undefined) | -2% | -57%[inhibitor] | -1 | 1% | 1% | 1% | -10% | 0% | 1% | 8% | 0%
CCCCCCC(=O)N1C/C=C\C(c2ccc(OC)cc2)N(Cc2ccc(F)cc2)C(=O)C1 (centres undefined) | -9% | -20% | 2 | 10% | 31% | 1% | 35% | 3% | 7% | -17% | nt
Cc1ccc2c(c1)c1c3n2CCN(CC(O)CNC(C)C)C3CCC1 (centres undefined) | 2% | -60%[inhibitor] | -5 | 1% | -5% | -7% | 6% | 4% | 0% | 5% | -4%
CCOC(=O)c1cc(NC(=O)c2cc(C)on2)cc(C(=O)OCC)c1 | -17% | -14% | 11 | ? | 2% | 1% | 6% | 5% | 5% | -2% | -3%
COc1ccc(CCC(C)NCC2CCCCC2)cc1 (centres undefined) | 4% | 10% | 14 | 2% | 0% | ? | 1% | -4%[46.1 µM] | -5% | -1% | 0%
Nc1ccc(S(=O)(=O)NCC(=O)OC2CCOC2=O)cc1[N+](=O)[O-] (centres undefined) | -11% | 9% | 2 | 3% | 0% | 8% | -3% | 4% | 0% | 1% | -1%
CC(=O)N1CCN(C(=O)CCc2nc3sc4c(c3c(=O)[nH]2)CCCC4)CC1 | -3% | -20% | -9 | 16% | 0% | -6% | 2% | -8% | 1% | 8% | -10%
CC1(C)CC(=O)C2=C(C1)OC(N)=C(C#N)C2c1ccccc1 (centres undefined) | -5% | -15%[7.66 µM] | -17 | -9% | 7% | ? | 2% | -3% | -5% | -4% | -4%
O=C(NC1CCCC1)C1CCCN(S(=O)(=O)c2cnc[nH]2)C1 (centres undefined) | 10% | 3% | 4 | -3% | -1% | 18% | 6% | -2% | 2% | 3% | -10%
Cc1cccc(C(=O)NC(=S)NNC(=O)c2ccc(Cl)cc2)c1 | 8% | -16% | -36 | ? | -13% | ? | -3% | -5%[46.1 µM] | 0% | 3% | -1%
CCN(CC)c1ccc(NC(=O)COc2ccc(C#N)cc2)cc1S(=O)(=O)Nc1ccc(OC)cc1 | -8% | 14% | -8 | -15% | -1% | 2% | 11% | -4%[46.1 µM] | -3% | -5% | 0%
O=C(Cc1ccc(F)cc1)Nc1cccc(-c2cn3c(n2)SCC3)c1 | 0% | 8% | -8 | 16µM* | 2% | 1% | -4% | nt | -10% | -2% | 1%

No enrichment for hits; any-hit rate near 3.2%.
